Apaf1 inhib: human Apaf-1 inhibition. O14727. reconstituted apoptosome caspase-3 activity, DEVD-Rh110 fluorescence. inhibition, % at 20 µM. 330,000 tested, 0.71% active. AID 489030; active = inhibition of at least 40% at 20 µM;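 also: plate controls were DMSO wells for no effect and DEVD-CHO caspase inhibitor wells for full effect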
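System: Apoptosome proteins | Medium: Hepes pH 7.5 with detergent and BSA | Also added: Cytochrome c trigger plus (Z-DEVD)2-Rh110 caspase-3 substrate | Incubation: 30 min compound preincubation, 50 min activation, room temperature | Detection: Rhodamine 110 fluorescence at Ex 480/Em 540 nm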
SENP7 block: blocks the human protease SENP7 | Q9BQF6 | recombinant SENP7, Z-RLRGG-aminoluciferin luminescence, 40 min | inhibition, % at 5 µM | 330,000 tested, 1.5% active | AID 434973;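 active = inhibition above about 50% at the single test dose, limit read from the data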;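 also: plate controls were DMSO with enzyme for no effect and no enzyme buffer wells for full effect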
Target sequence (Q9BQF6 706-1050 limits assumed): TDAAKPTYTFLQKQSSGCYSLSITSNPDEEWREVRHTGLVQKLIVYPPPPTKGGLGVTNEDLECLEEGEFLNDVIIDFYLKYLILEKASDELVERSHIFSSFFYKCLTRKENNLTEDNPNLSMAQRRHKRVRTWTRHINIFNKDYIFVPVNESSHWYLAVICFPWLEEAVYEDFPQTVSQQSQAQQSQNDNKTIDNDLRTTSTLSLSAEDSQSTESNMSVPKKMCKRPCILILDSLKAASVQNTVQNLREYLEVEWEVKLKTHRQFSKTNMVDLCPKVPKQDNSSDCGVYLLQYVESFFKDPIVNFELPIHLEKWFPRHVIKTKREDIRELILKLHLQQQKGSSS
SENP8 block: blocks the human protease SENP8 | 330,000 tested, 1.2% active | inhibition, % at 10 µM | Q96LD8 | purified SENP8, Z-RLRGG-aminoluciferin cleavage, luminescence | AID 2540
Target sequence (Q96LD8 whole entry, looked up): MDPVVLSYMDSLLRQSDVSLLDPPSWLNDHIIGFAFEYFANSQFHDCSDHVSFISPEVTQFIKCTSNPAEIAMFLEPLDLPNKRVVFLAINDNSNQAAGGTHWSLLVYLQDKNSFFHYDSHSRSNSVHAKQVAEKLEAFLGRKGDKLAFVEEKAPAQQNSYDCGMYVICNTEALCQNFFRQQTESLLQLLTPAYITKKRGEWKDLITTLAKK
HKDC1 inhibitor: inhibitors of human hexokinase HKDC1. Q2TB90. recombinant HKDC1, G6PDH/diaphorase resazurin coupled fluorescence. inhibition, % at 20 µM. 340,000 tested, 0.16% active. AID 493160;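 active = inhibition above about 35% when tested at 20 µM, limit read from the data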;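 also: plate controls were DMSO wells with enzyme for no effect and DMSO wells lacking enzyme for full effect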
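Assay system – recombinant HKDC1 (HK5) hexokinase enzyme, produced in-house · Input – HKDC1 at 5 µg/mL · Reagent – glucose plus 1 mM ATP as hexokinase substrates · Timing – 90 min reaction incubation at room temperature, dark · Measured by – G6PDH/diaphorase-coupled fluorescence, 1 mM NADP, 100 µM resazurin, 525/613 nm · Benchmarks – DMSO-enzyme wells negative, buffer-substituted wells positive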
Gli-Sufu antag: Gli-Sufu pathway antagonism; Sufu-KO-LIGHT fibroblasts, Gli luciferase reporter luminescence; inhibition, % at 5 µM; 340,000 tested, 0.74% active;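 active = inhibition above about 55%, limit read from the data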;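 also: 0% = DMSO-treated cells and 100% = wells with medium but no cells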
697 NFkB inh: lowers PMA/ionomycin-induced NF-kB signal in 697 B cells; inhibition, % at 4 µM; 697 B-cell NF-kB luciferase reporter, 16 h; 330,000 tested, 0.33% active; in the data active = inhibition above about 35%
Jurkat NFkB inh: lowers PMA/ionomycin-induced NF-kB signal in Jurkat cells. PMA/ionomycin-induced NF-kB luciferase reporter, luminescence. inhibition, % at 4 µM. 330,000 tested, 0.53% active. AID 435003
UBC13 polyUb: blocks human UBC13 polyubiquitin chain formation. inhibition, % at 20 µM. P61088. TR-FRET. 330,000 tested, 0.47% active; in the data active = inhibition above about 45%, passing the limit was not always enough
Target sequence (P61088 whole entry, looked up): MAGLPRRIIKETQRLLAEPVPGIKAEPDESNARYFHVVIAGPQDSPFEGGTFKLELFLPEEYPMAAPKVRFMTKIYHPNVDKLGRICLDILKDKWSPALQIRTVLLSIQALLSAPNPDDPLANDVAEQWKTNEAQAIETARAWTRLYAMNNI
Starred values were filed as active, the others as inactive. Rule as the data show it, unless noted: active = inhibition above about 50%; inactive = the rest. Compounds as they come. About 3.6% of those tested had a hit in this group.

SMILES	Apaf1 inhib	SENP7 block	SENP8 block	HKDC1 inhibitor	Gli-Sufu antag	697 NFkB inh	Jurkat NFkB inh	UBC13 polyUb
CCCN1CCN(C(=O)CN2C(=O)COc3ccc(S(=O)(=O)N(CC)CC)cc32)CC1	2	2	-1	0	19	7	-13	-1
CC(=O)Nc1ccc(OCCCNC(=O)c2c(-c3ccccc3)noc2C)cc1	-14	4	-2	-6	-1	-31	-14	0
O=C(c1ccccc1F)N1C(=O)c2cccc3cccc1c23	-6	12	12	2	9	26	-6	14
CCCCOc1cccc(NC(=O)CSc2nccn2C)c1	4	9	11	6	-9	-7	-1	6
COc1ccc(-c2sc3ccc(OC)cc3c2C#Cc2cncn2C)cc1	16	9	-1	4	-1	-39	-25	48*
Cc1ccc(CCNC(=O)C2CCC(=O)N2Cc2cccnc2)cc1 (stereo not given)	-9	-5	-1	-6	0	6	-3	4
O=C(CCNC(=O)c1ccc(Cl)cc1)Nc1ccc(Cl)cc1F	-6	5	-1	-9	-2	6	10	-6
COc1ccc(NC(=S)NN(C)C(=S)Nc2ccc(OC)cc2)cc1	5	9	-9	-8	-4	-49	65*	-4
O=C(NC1CCCC1)C(=O)N(c1ccccc1F)C(C(=O)NCC1CCCO1)c1cccs1 (stereo not given)	4	3	8	-5	6	7	5	0
O=C(Nc1ccncc1Cl)c1ccncc1	-8	-3	0	-3	2	19	4	-2
COc1cccc(CN(C)C(=O)CCN=C2NS(=O)(=O)c3ccccc32)c1OC	8	-10	-17	1	4	-4	10	-7
COC(=O)[C@H](C)NC(=O)NC(C)CCc1ccccc1 (stereo not given in full)	-6	4	-2	4	1	7	-8	-15
CCOC(=O)N1CCN(C(=O)COc2cc(C)c(Cl)c(C)c2)CC1	8	10	-3	13	-3	13	9	12
Cc1onc(NC(=O)NC(=O)c2c(Cl)cccc2Cl)c1Br	13	8	-4	0	13	-21	16	-5
CC(=O)NC(C)C(=O)OCC(=O)Nc1ccc(Br)cc1 (stereo not given)	7	-2	-4	0	4	26	5	1
CC(=O)c1c(C)[nH]c(C(=O)N2CCN(S(=O)(=O)c3ccc(F)c(F)c3)CC2)c1C	4	1	4	-6	-4	1	14	-5
Cc1ccc(OCC(=O)N/N=C/c2cccc3cccnc23)cc1	9	-1	-1	-4	9	-4	-1	-1
COc1ccccc1CNC(=O)C1CC2Cn3c(nc4cc5ccccc5cc43)C2N1C (stereo not given)	6	0	1	0	2	15	22	2
CCC(=O)N=c1n(C)c2ccccc2n1CCOc1ccccc1	8	-10	-6	-12	-7	-2	-9	-14
CN1C(=O)CC(n2c(CO)nc3ccccc32)C1=O (stereo not given)	-5	2	-2	-4	-7	-8	-1	4
CS(=O)(=O)N(CCc1ccccc1)CC(=O)NCc1ccco1	-2	-2	-4	-6	-5	-4	-3	0
COc1ccc(S(=O)(=O)N2CCN(C(=O)CCNC(=O)c3ccccc3Cl)CC2)cc1	-3	1	0	2	2	14	21	5
O=C(NC1CCN(S(=O)(=O)c2ccccc2C(F)(F)F)CC1)c1ccco1	3	-6	-4	3	-5	-11	-6	3
COc1ccc(NC(=O)c2ccc3c(c2)C(=O)N(Cc2cccnc2)C3=O)c(OC)c1	3	-2	6	5	-6	-22	-27	-8
O=C(c1ccccc1F)n1c2c(c3ccccc31)CCCC2	10	-2	8	0	3	-1	10	6
CCN(CC)CCNC(=O)c1cccc(NC(=O)C(=O)c2cc(Br)ccc2NC(C)=O)c1	-19	0	8	-5	32	24	-9	-3
O=C1OCC/C1=C\c1ccccc1O	-2	-2	-3	-2	5	-26	-8	-7
CCCC(=O)Nc1ccc(C(=O)NCCCn2ccnc2)cc1	8	2	0	0	4	-17	7	1
O=c1[nH]c(Cc2ccccn2)nc2scc(-c3ccc(Cl)cc3)c12	10	-14	-11	3	-9	-20	-1	-31
CCOc1ncccc1C(=O)OCc1cn2cc(Cl)ccc2n1	0	-2	4	2	7	3	7	4

Looked up one by one from above, 2 records:
SMILES	Apaf1 inhib	SENP7 block	SENP8 block	HKDC1 inhibitor	Gli-Sufu antag	697 NFkB inh	Jurkat NFkB inh	UBC13 polyUb
O=C1OCC/C1=C\c1ccccc1O	-2	-2	-3	-2	5	-26	-8	-7
O=C(NC1CCN(S(=O)(=O)c2ccccc2C(F)(F)F)CC1)c1ccco1	3	-6	-4	3	-5	-11	-6	3

Given with bars between the fields: 2 of the compounds above
Structure | Apaf1 inhib | SENP7 block | SENP8 block | HKDC1 inhibitor | Gli-Sufu antag | 697 NFkB inh | Jurkat NFkB inh | UBC13 polyUb
O=c1[nH]c(Cc2ccccn2)nc2scc(-c3ccc(Cl)cc3)c12 | 10 | -14 | -11 | 3 | -9 | -20 | -1 | -31
CCOc1ncccc1C(=O)OCc1cn2cc(Cl)ccc2n1 | 0 | -2 | 4 | 2 | 7 | 3 | 7 | 4

Continuation.
SMILES	Apaf1 inhib	SENP7 block	SENP8 block	HKDC1 inhibitor	Gli-Sufu antag	697 NFkB inh	Jurkat NFkB inh	UBC13 polyUb
O=S(=O)(O/N=C1\CCCc2ccccc21)c1ccc(Cl)cc1	-8	-6	0	1	0	9	-6	4
O=C1C2CCCN2C(c2ccccc2F)N1c1ccc(Cl)cc1 (stereo not given)	13	-13	-8	-1	1	-30	-16	-16
CC(=O)Nc1ccc(OCC[n+]2cccc(C(N)=O)c2)cc1	6	-6	-9	-15	2	0	4	-2
Cc1cc(NC(=O)CSc2ccc3nnc(CCNS(=O)(=O)c4ccccc4)n3n2)no1	4	5	9	10	6	-24	7	-6
O=C(N/N=C/c1cccc([N+](=O)[O-])c1)c1nc2ccccc2c(=O)[nH]1	-11	5	7	-1	-2	6	-15	-5
Cc1cc(OCc2ccc(F)cc2)nc(-c2ccccc2O)n1	15	-1	4	-3	4	5	-10	7
COc1ccccc1CNC(=O)c1ccc(S(=O)(=O)N(C)C)cc1	-17	-1	0	0	9	11	2	-1
CCOc1ccc(N(C)S(=O)(=O)c2cc(-c3cc(C)no3)ccc2C)cc1	9	5	-3	0	5	-23	29	-2
O=C1Nc2cc3c(cc2C1=O)sc1ccccc13	20	11	-4	22	-10	-7	-9	-75
CC(NS(=O)(=O)c1ccc(Cl)cc1)C(=O)NCc1ccco1 (stereo not given)	-16	-5	-12	0	-8	-4	-3	-1
CCOC(=O)c1c(NC(=O)Cc2cccs2)sc(C(=O)NC2CCCC2)c1C	18	-7	-9	-5	11	-32	-21	-10
Cc1cccc(N2CCN(C(=O)c3ccccc3SCC(=O)N3CCCC3)CC2)c1C	13	7	1	-1	9	-4	-6	6
Cc1nc(C(=O)NCc2ccccc2)sc1C1(C)CC(c2cccnc2)=NO1 (stereo not given)	10	-8	-5	0	24	-57	-1	-2
COC(=O)c1sccc1-c1ccc(/C=N/OC(=O)c2cccs2)o1	0	6	-5	2	2	9	18	-4
CCSCc1nnc(SCC(=O)Nc2ccc(F)cc2)n1CC	-12	7	0	-4	18	9	2	4
Cc1ccccc1-c1nnc(SCc2ccccc2)o1	11	16	4	1	-102	-72	-89	-2
O=C(CN1C(=O)NC2(CCOc3ccccc32)C1=O)Nc1ccc2c(c1)OCCO2 (stereo not given)	-2	13	-1	1	-5	8	-8	3
COc1ccccc1NC(=O)N(C1CCCC1)C1CCN(C(C)=O)CC1	10	-4	-5	-4	4	2	7	-4
CCN(Cc1nc(-c2ccccc2)no1)C(=O)c1ccoc1C	3	-6	-1	-1	0	10	9	5
Cc1ccn2c(C(=O)CSc3ccc(Cl)cc3Cl)c(C)nc2c1	0	11	-2	3	0	-7	9	-5
COc1ccc(Br)cc1C1Nc2cccc3cccc(c23)N1	34	-3	10	3	27	-43	-8	-33
Cc1ccc(C2C(N)C(=O)N2c2ccc(C)cc2)cc1 (stereo not given)	10	5	-1	-4	3	-2	-14	0
COC(=O)c1ccccc1NC(=O)CN(C)S(=O)(=O)c1ccc(OC)cc1	7	5	-2	-10	-4	9	0	7
CC(C)(C)n1nnnc1C(c1ccc2ncccc2c1)N1CCC(O)CC1 (stereo not given)	-6	-5	-11	-1	63*	-6	-12	-24
C[n+]1ccn(CC(=O)c2cc(C(C)(C)C)c(O)c(C(C)(C)C)c2)c1	6	15	-7	-3	8	-9	1	-1
Cc1nc(OCc2ccccc2)c2sc3nc4c(cc3c2n1)COC(C)(C)C4	3	2	3	0	-36	-56	-40	12
Cc1noc(C)c1NC(=O)N(C)C[C@H]1Oc2c(NC(=O)Nc3ccc4c(c3)OCO4)cccc2C(=O)N([C@H](C)CO)C[C@@H]1C	20	-9	-9	0	3	5	-6	-5
Cc1ccc(NC(=O)NCCN2CCCCC2)cc1Cl	-8	-6	-2	2	13	9	-5	11
O=C(CSc1nc2ccccc2c(=O)[nH]1)Nc1ccccc1C(F)(F)F	-2	2	5	-2	-6	-18	-9	-6
CN(C(=O)COC(=O)c1ccc([N+](=O)[O-])cc1)c1ccccc1	-15	2	4	-10	-1	-2	14	0
CC(=O)Oc1ccccc1-c1nc(C)nc(N(C)C(C)=O)n1	-6	5	0	4	-11	-7	-22	-1
CCc1cccc(NC2c3ccccc3C(=O)N2c2ccc(C)cn2)c1 (stereo not given)	24	4	11	-1	-3	-56	-21	5
C[C@@]12CC(=O)NC1N(C(=O)c1cccc(C(F)(F)F)c1)C(c1ccccc1OC(=O)c1cccc(C(F)(F)F)c1)C2 (stereo not given in full)	26	4	1	8	6	23	7	2
O=C(N/N=C/c1sc(N2CCOCC2)nc1-c1ccccc1)c1cccc(S(=O)(=O)N2CCOCC2)c1	12	-6	0	-28	0	-4	11	-15
COc1cccc(OCC(=O)N2CCC3(CC2)CC(=O)c2ccccc2O3)c1	8	-8	-1	1	6	-2	14	0
CCn1nc(C(=O)NNC(=O)c2ccc(OC(F)F)cc2)c2ccccc2c1=O	-9	-3	8	5	4	7	0	22
CC1Cc2ccccc2N1C(=O)CSc1nc(-c2ccco2)cc(C(F)(F)F)n1 (stereo not given)	5	5	5	-1	0	-3	5	4
O=S(=O)(c1cccc2cccnc12)N(CCO)CCO	-5	-7	-2	-2	2	2	0	-5
Cc1ccc(-c2nc3cnccn3c2Nc2ccc3c(c2)OCO3)cc1	14	6	-2	4	-1	-49	2	-9
CC(Sc1nnc(C2CC2)n1-c1ccccc1)C(=O)N1CCCC1 (stereo not given)	5	-2	-15	-1	-3	24	3	-2
O=C(Nc1cccc(Cl)c1)OCc1cncs1	8	-4	-16	-3	-11	-13	1	3
Cc1nc2ccccc2nc1OCC(=O)NCC(F)(F)F	9	-4	-8	-5	-2	5	5	-10
CCOC(=O)C1CCN(S(=O)(=O)c2c(C)[nH]c(C)c2C(=O)N2CCCCC2)CC1	0	5	4	3	-17	2	4	-4
CC(Sc1nnc(-c2cccs2)n1C1CC1)C(=O)NCC1CCCO1 (stereo not given)	-3	2	0	-2	-9	22	3	5
O=C1NC2c3ccccc3CC2O1 (stereo not given)	5	2	3	6	-9	-9	-17	-6
O=C(Nc1ccc(F)cc1)c1cccnc1N1CCOCC1	9	-6	-5	2	-4	-13	1	-9
COc1cc(C(=S)N2CCOCC2)cc(OC)c1OS(=O)(=O)c1ccc(NC(C)=O)cc1	1	-2	-10	-10	1	8	-5	-13
Cc1cccc(C(=O)NC(=S)N2CCc3ccccc3C2)c1	5	-12	-17	-4	-2	-9	-2	3

Quoted from the listing:
COc1cccc(OCC(=O)N2CCC3(CC2)CC(=O)c2ccccc2O3)c1 @ Apaf1 inhib: 8
O=C1NC2c3ccccc3CC2O1 (stereo not given) @ 697 NFkB inh: -9

3 compounds from above, ordered by the number in 697 NFkB inh, smallest number first.
Molecule,697 NFkB inh
O=C(N/N=C/c1sc(N2CCOCC2)nc1-c1ccccc1)c1cccc(S(=O)(=O)N2CCOCC2)c1,-4
COc1cc(C(=S)N2CCOCC2)cc(OC)c1OS(=O)(=O)c1ccc(NC(C)=O)cc1,8
CC(Sc1nnc(-c2cccs2)n1C1CC1)C(=O)NCC1CCCO1 (stereo not given),22

Screening results from PubChem BioAssay.
